# Source: PubChem
# GLS inhibitor: glutaminase GLS (human) inhibition | Potency, µM (doses to about 45.5 µM), inactives show at the highest dose activity change, negative = inhibition, actives largely listed as inhibitors | AID 624170 | GLS enzymatic activity, qHTS titration | O94925 | actives 0.21% (n = 410,000); active means well fitted inhibition curve with a large enough effect; further: potency means the concentration at half of the fitted maximal effect
#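 Human kidney-isoform GLS in 45 mM KH2PO4 pH 8.2, 0.02% Tween-20, with compound, started with 1mM L-Glutamine (added stock). Glutamate oxidase/HRP/Amplex red coupled fluorescence read at start and after 30 min at RT.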
# PI4K2A block: inhibitors of human PI4K2A. Q9BTU6. purified PI4K2A, ADP-Glo luminescence, 1 h; hits give low values. activity change, negative = inhibition, % at 76.9 µM. actives 0.13% (n = 420,000). AID 1346378; in the data active means activity change below about -50%;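 further: -100% = wells without enzyme as full effect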
# Target sequence (Q9BTU6 whole entry, looked up): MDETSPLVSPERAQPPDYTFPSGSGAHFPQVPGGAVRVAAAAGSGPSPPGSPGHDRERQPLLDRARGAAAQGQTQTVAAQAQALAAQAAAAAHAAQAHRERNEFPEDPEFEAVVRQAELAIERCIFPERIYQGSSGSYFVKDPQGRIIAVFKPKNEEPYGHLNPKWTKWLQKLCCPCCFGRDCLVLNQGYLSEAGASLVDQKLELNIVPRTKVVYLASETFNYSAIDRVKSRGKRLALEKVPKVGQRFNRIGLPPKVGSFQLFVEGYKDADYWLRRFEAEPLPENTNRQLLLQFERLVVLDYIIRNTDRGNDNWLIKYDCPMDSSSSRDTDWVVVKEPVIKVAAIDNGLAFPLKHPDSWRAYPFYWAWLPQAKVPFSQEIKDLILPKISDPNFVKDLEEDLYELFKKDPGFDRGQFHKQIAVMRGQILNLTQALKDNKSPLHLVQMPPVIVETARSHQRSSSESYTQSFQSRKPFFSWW
#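 Compounds are screened against recombinant PI4K2A using PI as substrate and ATP, the latter dispensed at 300 microM. Reactions run one hour at ambient temperature before ADP-Glo detection; full inhibition defined by wells lacking enzyme.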
# * = called active by the depositor; [ ] = another dose, or the depositor's remark. Unless noted, on the % scale 0 is the no-effect control and ±100 the full control effect.
compound	GLS inhibitor	PI4K2A block
CCOC(=O)C1CCCN(C(=O)c2cccc(Cl)c2)CC1 (stereo not drawn)	-8%	4
Cc1cccc(C)c1NC(=O)Nc1nc(CN(C)C)cs1	18%	-1
CCCS(=O)(=O)NC(=O)C1(C)CCCN(C(=O)c2cc(-c3ccccc3)cs2)C1 (stereo not drawn)	15%	-1
O=S1(=O)N[C@H](Cc2ccccc2)COc2cccc(N3CCC[C@@H]3CO)c21	7%	-2
CCOC(=O)[C@]12CCC=C1N(Cc1ccc3c(c1)OCO3)C(=O)[C@H](CC(=O)NCC1CCCCC1)C2	10%	6
c1cc(-c2ccsc2)n2ccnc2c1	5%	-3
Cc1cc(O)ccc1Nc1cc(-c2cccc(N(C)C)c2)ncn1	27%	1
CCOC(=O)[C@]12Cc3c(cc(OC)c(OC)c3OC)[C@H]1N(Cc1ccccc1)C(=O)c1cc(F)c(F)cc12	-9%	0
Brc1cccc(-c2nc3ccc(Br)cn3c2Cc2ccccc2)c1	13%	-2
CCC(CC)C(=O)N(C)c1c(C)nc2c(OCc3ccc(Cl)cc3Cl)cccn12	4%	-2
CC(C)(C)c1ccc(S(=O)(=O)NC(=O)C2(C)CCN2C(=O)Cc2ccc(-c3ccccc3)cc2)cc1 (stereo not drawn)	1%	-1
CCOC(=O)C1=C[C@@H](CC)N(S(=O)(=O)c2ccc(C)cc2)[C@H]1c1ccccc1	10%	-1
CCCCN(C=O)c1c(CC)nc2ccc(C(=O)NCc3ccccc3OC)cn12	6%	1
N#CCCCc1cn(-c2nc3ccccc3s2)nn1	1%	-3
C=C1C2=C(C(=O)N1OC)[C@@H](O)[C@@](C)(O)[C@@H](CCCCC)O2	-4%	-6
OCCNc1ncnc2c1ncn2[C@H]1CN(C2CCCC2)C[C@@H](CO)O1	-4%	5
CC1(C(=O)NCc2cccc3ccccc23)CCN1Cc1cccc2c1OCO2 (stereo not drawn)	8%	1
COC(=O)[C@]12CCCCC=C1N(Cc1cccc3ccccc13)C(=O)[C@H](CC(=O)N1CCCCC1)C2	2%	-2
CCc1ccc(C(O)c2ncc(-c3ccc(Cl)cc3)[nH]2)cc1 (stereo not drawn)	3%	-1
CC1(C)OC(=O)C2=C(C[C@@H](CCOCc3ccccc3)O[C@H]2c2ccc(F)cc2)O1	8%	-5
CC(C)CNC(=O)C1(C)CCCN1C(=O)C(C)(C)Oc1ccc(Cl)cc1 (stereo not drawn)	3%	0
CC(C)C[C@H]1CN([C@@H](Cc2ccc(O)cc2)CN2CCC[C@@H]2CN2C(=S)NC[C@@H]2Cc2ccccc2)C(=S)N1CC1CCCCC1	4%	-2
CCOC(=O)[C@]12CCC=C1N(CCC1=CCCCC1)C(=O)[C@H](CC(=O)NCCCN1CCCC1=O)C2	-22%	-2
O=C(NC1CCCCC1)C(c1ccnc2ccccc12)N1CCOCC1 (stereo not drawn)	4%	1
O=C1NC[C@H](CCCCN2C[C@H](Cc3ccccc3)N(CCc3ccccc3)C(=O)C2=O)N(CC2CCCCC2)C1=O	-4%	-1
O=C(Nc1ccc2c(c1)OCCO2)C(CCc1ccccc1)N1CCN(c2ccc(F)cc2)CC1 (stereo not drawn)	5%	-2
Clc1cccc(-c2ccc3nccn3c2)c1Cl	6%	5
Clc1ccc2nc(-c3ccccc3)c(CC3CCCCC3)n2c1	-4%	5
Cc1cc(C)n2c(NC3CCCCC3)c(-c3cccnc3)nc2n1	4%	16
Nc1ccn([C@@H]2O[C@H](C(=O)N3CCCN(Cc4ccccc4F)CC3)[C@@H](O)[C@H]2O)c(=O)n1	5%	-3
COc1cccc(CNC(=O)[C@@H]2CCCN2C(=O)[C@@H]2CCCN2C(=O)c2ccc(Cl)cc2)c1	7%	-3
COc1ccc(-c2cc(NC=O)c3ncc(-c4cnn(C)c4)n3c2)cc1	-5%	-23
COc1ccc(-c2nc3c(C)cc(Br)cn3c2CC(C)(C)C)cc1OC	-18%	-12
COc1ccc(NC(=O)c2cc(-c3cc(Cl)ccc3OC)n[nH]2)cc1OC	-3%	-3
CCOC1=C2[C@@H](CN(S(=O)(=O)c3ccc(C)cc3)[C@H]2c2ccc(CC)cc2)[C@H]2C(=O)N(c3ccccc3)C(=O)[C@H]2C1	2%	0
OC(c1ccc(F)c(F)c1)c1nc(-c2cnc3ccccc3c2)cs1 (stereo not drawn)	-2%	1
COc1ccc(S(=O)(=O)N(C)C[C@H]2OCc3cn(nn3)CCCC(=O)N([C@@H](C)CO)C[C@@H]2C)cc1	-28%	0
CC1=C(C(=O)N(C(C)C)C(C)C)CC(CC(=O)NCc2cccc3ccccc23)C(=O)N1CCCN1CCCC1=O (stereo not drawn)	7%	4
Cc1ccc(S(=O)(=O)NC(=O)C2(C)CCN2C(=O)Cc2ccc(-c3ccccc3)cc2)nc1 (stereo not drawn)	14%	-5
Cc1cc2nc(-c3nnnn3C3CCCCC3)c(=O)[nH]c2cc1C	12%	-4
CCOC(=O)c1c(C)nsc1NC(=O)C1(C)CCN1C(=O)CC (stereo not drawn)	-1%	-5
CCCS(=O)(=O)NC(=O)C1(C)CCN(C(=O)c2ccc(C(F)(F)F)nc2C)C1 (stereo not drawn)	5%	-2
O=C(NCC1CC1)c1ccc2sc([C@H]3C[C@H](O)[C@@H](CO)O3)nc2c1	7%	2
CC(C)CNC(=O)C1(C)CCCN1C(=O)c1ccc2c(c1)CCO2 (stereo not drawn)	5%	-2
COc1ccccc1N1CCN(Cc2cc(=O)oc3cc(C)ccc23)CC1	15%	-1
CC(C)C[C@H]1CNC(=O)C(=O)N1C[C@@H]1CCCN1C[C@H](CC(C)C)N1C[C@H](Cc2ccccc2)N(CCc2ccccc2)C(=O)C1=O	1%	-1
CN(C)c1cccc(CNC(=O)c2ccc3nc([C@H]4C[C@H](O)[C@@H](CO)O4)[nH]c3c2)c1	35%[activator]	-2
Cc1cccc(C)c1-n1nnnc1C1(C)CCC(=O)N1C1CCN(Cc2ccccc2)CC1 (stereo not drawn)	2%	-1
COc1ccc(CNC(=O)C2Cc3c(-c4ccccc4Oc4ccccc4)ccnc3O2)cc1OC (stereo not drawn)	-16%	1
O=C1CCCCC(=O)[C@H](OC(=O)c2ccccc2)C[C@H](c2ccccc2)O1	-4%	-4
COc1ccc(-c2cc(C(=O)Nc3cc(OC)c(OC)c(OC)c3)[nH]n2)c(C)c1	-7%	5
OC[C@@H]1CN(Cc2ccc(Cl)cc2)C[C@H](n2cnc3c(NCc4ccc(F)cc4)ncnc32)O1	-5%	3
CCOC(=O)[C@]12CCC=C1N(Cc1ccc3c(c1)OCO3)C(=O)[C@H](CC(=O)NCCCOC)C2	-2%	6
COc1cc(F)ccc1-c1cc(C(=O)Nc2ccc(NC(C)=O)cc2)[nH]n1	-5%	-1
CCCNC(=O)C1(C)CCN(C(=O)c2c(Cl)cccc2Cl)C1 (stereo not drawn)	5%	-6
CC1(C(=O)Nc2cccc(OC(F)(F)F)c2)Cc2c(-c3cccc(C(F)(F)F)c3)ccnc2O1 (stereo not drawn)	4%	-3
CC(=O)Oc1ccccc1Cn1c(C)c(C(=O)NCCC#N)sc1=O	5%	3
CC(C)Oc1cc(F)ccc1-c1cc(C(=O)NCCCn2ccnc2)[nH]n1	-1%	-3
O=C(Nc1c(-c2ccc3c(c2)OCO3)[nH][nH]c1=O)c1ccccc1	41%[activator]	-60*
CC(C)C[C@H]1CN([C@@H](CC(C)C)CN2CCC[C@@H]2CN2C(=S)NC[C@@H]2Cc2ccc(O)cc2)C(=S)N1CCc1ccccc1	16%	-6

# Next entries:
compound	GLS inhibitor	PI4K2A block
CCOc1ccc(Cl)cc1-c1cc(C(=O)Nc2cc(OC)ccc2OC)[nH]n1	-4%	5
Cc1cccc(C)c1C(O)c1ncc(-c2ccccc2C(F)(F)F)[nH]1 (stereo not drawn)	5%	-3
O=C1NC[C@@H](CCCCN2CCN(CC3CCCCC3)C(=O)C2=O)N(CC2CCCCC2)C1=O	2%	-1
Cn1c(NCc2ccccc2)nc2cc(-c3ccccc3)sc2c1=O	-2%	2
CC1(C(=O)NS(=O)(=O)c2ccc3c(c2)CCO3)CCN1C(=O)C1(c2ccc(Cl)cc2)CCC1 (stereo not drawn)	5%	0
OC(Cc1ccccc1Br)c1ncc(-c2ccc(Cl)cc2)[nH]1 (stereo not drawn)	-10%	-6
OC[C@H]1O[C@@H](c2nc(-c3ccc4c(c3)CCO4)no2)[C@H](O)[C@@H](O)[C@H]1O	4%	4
CC1(Cc2ccc(OC(F)(F)F)cc2)C(=O)Nc2c(Cl)ccc(Cl)c21 (stereo not drawn)	2%	-1
CC1(C(=O)NS(=O)(=O)c2ccc(C#N)cc2)CCN1C(=O)Cc1ccc(Cl)cc1Cl (stereo not drawn)	21%	-2
CCOC(=O)C1(C)CCN1C(=O)c1cc(F)cc(F)c1 (stereo not drawn)	2%	5
CC(=O)OC[C@@H]1CN(Cc2ccccc2)C[C@H](n2ccc3c(N)ncnc32)O1	6%	-4
O=S1(=O)CC(N2CCN(Cc3ccccc3F)CC2)CN1Cc1cn(Cc2cccc(C(F)(F)F)c2)nn1 (stereo not drawn)	-2%	-9
O=C1NC[C@H](CCCCN2CCN(CCC3CCCCC3)C(=O)C2=O)N(CC2CCCCC2)C1=O	-1%	-5
CC(C)C1C(=O)N(Cc2cn(CCC3OCCO3)nn2)CCS(=O)(=O)N1Cc1ccc(-c2ccc(F)cc2Cl)cc1 (stereo not drawn)	0%	-1
CCCNC(=O)c1cc(C2CCCN(S(=O)(=O)c3cccc4cccnc34)C2)on1 (stereo not drawn)	-5%	3
Cc1ccc(F)cc1C(=O)N1CCCC(c2cc(C(=O)NCc3ccccc3)no2)C1 (stereo not drawn)	-2%	-3
CCCS(=O)(=O)NC(=O)C1(C)CCCN(C(=O)c2cc(C(C)(C)C)nn2C)C1 (stereo not drawn)	18%	-7
COc1ccccc1-c1cc(NC(C)=O)c2ncc(-c3ccc(F)cc3)n2c1	-5%	1
COc1cc(C(O)c2nc(-c3cccc(C(F)(F)F)c3)cs2)ccc1F (stereo not drawn)	-1%	2
NC(Cc1ccc(C(F)(F)F)cc1)c1csc(Nc2ccccn2)n1 (stereo not drawn)	11%	0
Cc1ccc(C)c(C(O)c2ncc(-c3ccc4ccccc4c3)[nH]2)c1 (stereo not drawn)	-10%	0
COCCNc1nc(NCc2ccccc2)nc2ccsc12	8%	0
Cc1ccccc1-c1csc(C(O)c2cccc(Cl)c2)n1 (stereo not drawn)	0%	-2
O=c1cc(CN2CCCCCCC2)c2ccccc2o1	-11%	-2
CC1(C(=O)NCc2ccco2)Cc2c(-c3cccc(C(N)=O)c3)ccnc2O1 (stereo not drawn)	5%	0
CC(C)c1ccc(NC(=O)C2(C)Cc3c(-c4cccc(C(N)=O)c4)ccnc3O2)cc1 (stereo not drawn)	2%	-1
C=C1C(=O)[C@]23C[C@H]1CCC2[C@]1(C)C(=O)CC[C@@](C)(C(=O)O)C1C[C@@H]3O (stereo partly drawn)	-10%	14
CC(=O)Nc1cc(-c2ccc(N)nc2)cn2c(-c3cccc(C(F)(F)F)c3)cnc12	-2%	-5
CCc1ccc(C(O)c2ncc(-c3cccc(C(F)(F)F)c3)[nH]2)cc1 (stereo not drawn)	-3%	-3
O=c1[nH][nH]c2c1[C@H](c1ccc(Cl)cc1)O[C@H](CCc1ccccc1)C2	11%	-4

# Two entries picked at random from those above:
compound	GLS inhibitor	PI4K2A block
CC(=O)OC[C@@H]1CN(Cc2ccccc2)C[C@H](n2ccc3c(N)ncnc32)O1	6%	-4
COCCNc1nc(NCc2ccccc2)nc2ccsc12	8%	0

# Further results follow.
compound	GLS inhibitor	PI4K2A block
Cc1ccc(S(=O)(=O)NC(=O)C2(C)CCN2C(=O)C2CCCCC2)nc1 (stereo not drawn)	-7%	-2
O=C(NCc1cccs1)c1ccc2nc([C@@H]3O[C@H](CO)[C@H](O)[C@H](O)[C@H]3O)[nH]c2c1	-6%	-2
CC(C)NC(=O)C1(C)CCCN1C/C=C/c1ccccc1 (stereo not drawn)	-14%	1
Cc1cc2nc(-c3cccc(Cl)c3)c(Cc3cccc(Cl)c3)n2c(C)c1Br	2%	-9
CCOC(=O)C1=C[C@@H](C(C)(C)C)N(S(=O)(=O)c2ccc(C)cc2)[C@H]1c1cccc(Cl)c1	-18%	0
CC1(C(=O)NS(=O)(=O)c2ccc(Br)cc2)CCN1C(=O)Cc1ccsc1 (stereo not drawn)	8%	-1
CS(=O)(=O)c1ccc(Nc2nc(C(N)c3ccccc3)cs2)cc1 (stereo not drawn)	10%	9

# Copied from the list:
# Reading of O=S1(=O)CC(N2CCN(Cc3ccccc3F)CC2)CN1Cc1cn(Cc2cccc(C(F)(F)F)c2)nn1 (stereo not drawn) in GLS inhibitor: -2%
# Reading of CC(C)C[C@H]1CN([C@@H](CC(C)C)CN2CCC[C@@H]2CN2C(=S)NC[C@@H]2Cc2ccc(O)cc2)C(=S)N1CCc1ccccc1 in GLS inhibitor: 16%
# Reading of Cc1ccccc1-c1csc(C(O)c2cccc(Cl)c2)n1 (stereo not drawn) in PI4K2A block: -2
# Reading of Cc1cc(C)n2c(NC3CCCCC3)c(-c3cccnc3)nc2n1 in PI4K2A block: 16
# Reading of O=C1CCCCC(=O)[C@H](OC(=O)c2ccccc2)C[C@H](c2ccccc2)O1 in GLS inhibitor: -4%
# Reading of Cc1cc2nc(-c3nnnn3C3CCCCC3)c(=O)[nH]c2cc1C in GLS inhibitor: 12%

# An excerpt, so the mix of outcomes need not match the whole.
